S1P1 ag-PAM: S1P1 agonists and agonism potentiators, primary screen, cell-based, primary and confirmation screens, CRE-bla reporter. Sphingosine 1-phosphate receptor 1 (Homo sapiens), P21453. S1P1 CRE-bla cells, forskolin, beta-lactamase FRET, potentiator mode; S1P1 agonist co-added at EC20, 2 nM; 100% = saturating reference agonist, 0% = basal. activation, % at 9.5 µM. hit rate 0.57% among 56,000. AID 449, 2006;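 active = activation above a cutoff set at the mean activation of all tested compounds plus 3 SD, cut at about 54% in these data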;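 also: forskolin at 4 µM as EC80 and the EC20 agonist is SEW2871; 100% = SEW2871 at its EC100 plus forskolin at EC80; some compounds past the cut are filed as inactive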
Jurkat viability: cytotoxicity toward Jurkat T cells, primary screen, cytotoxicity control, cell-based, Jurkat E6.1, 60K MLSMR library; AID 463, 2006; inhibition, % at 4 µM; hit rate 1.2% among 56,000; Jurkat E6.1 viability, ATP luminescence, 48 h;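 active = inhibition above the mean inhibition of all tested compounds plus 3 SD, cut at about 28% in these data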
5HT1a antag: human 5-HT1a receptor antagonists, primary screen, cell-based, CHO, Ga15 NFAT-bla reporter. inhibition, % at 10 µM. CHO 5-HT1a Ga15 NFAT-bla reporter, antagonist mode. 5-hydroxytryptamine receptor 1A (Homo sapiens), P08908. hit rate 0.68% among 62,000;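 active = inhibition above the mean of all tested compounds plus 3 SD, cut at about 43% in these data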;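 also: receptor stimulated by 5-CT agonist at 100 nM near EC80; beta-lactamase reporter measured by ratiometric fluorescence of a cleavable substrate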
HTR1E antagonist: 5-HT1E receptor antagonists, primary screen, cell-based, HTS | hit rate 0.99% among 65,000 | inhibition, % at 6 µM | CHO 5-HT1E Ga15 NFAT-bla reporter, FRET, antagonist | 5-hydroxytryptamine receptor 1E (Homo sapiens), P28566;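 active = inhibition above a set limit, the mean inhibition across every tested compound plus 3 SD, cut at about 29% in these data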;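 also: signal is the 460 over 535 nm emission ratio of beta-lactamase substrate; 0% = agonist plus DMSO wells and 100% = wells without agonist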
S1P3 agonist: human S1P3 receptor agonists, primary screen, cell-based, primary and confirmation, NFAT-BLA reporter | activation, % at 4.5 µM | AID 373, 2006 | S1P3 NFAT-BLA reporter cells, agonism, FRET ratio; relative to 1 µM S1P, basal subtracted | hit rate 0.1% among 60,000 | Sphingosine 1-phosphate receptor 3 (Homo sapiens), Q99500;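 active = activation above the screen-wide mean plus 3 SD, cut at about 4.5% in these data, passing the limit was not always enough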; also: some compounds called inactive have numbers as strong as hits
Target sequence (Q99500 whole entry, looked up): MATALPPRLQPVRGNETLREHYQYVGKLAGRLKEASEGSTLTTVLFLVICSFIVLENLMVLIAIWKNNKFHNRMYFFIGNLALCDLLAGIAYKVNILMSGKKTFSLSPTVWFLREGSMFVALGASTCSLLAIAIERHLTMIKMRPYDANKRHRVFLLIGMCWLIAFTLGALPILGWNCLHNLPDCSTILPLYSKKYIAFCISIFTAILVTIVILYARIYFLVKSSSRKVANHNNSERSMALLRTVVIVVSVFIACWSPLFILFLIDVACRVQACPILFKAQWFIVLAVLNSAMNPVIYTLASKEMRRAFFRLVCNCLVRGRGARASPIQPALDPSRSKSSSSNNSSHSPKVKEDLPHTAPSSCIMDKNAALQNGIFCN
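Assay system: CHO cells stably expressing human S1P3, Gα16 and NFAT-β-lactamase reporter. Timing: overnight plating, 4 h compound 37 °C, 2 h substrate RT. Signal: β-lactamase FRET emission ratio 460/535 nm. Measure: percent activation versus median 1 µM S1P response, basal-subtracted, per plate. Repeats: primary screen single test, confirmation screen in triplicate.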
M1 antagonist: antagonists of rat M1 muscarinic receptor | hit rate 3.4% among 64,000 | B-score at 10 µM | CHO-M1 cells, Fluo-4 calcium, ACh EC80 antagonist mode; hits give low values | AID 628, 2007 | Muscarinic acetylcholine receptor M1 (Rattus norvegicus), P08482;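 active = calcium fluorescence response, raw or row-and-column corrected B-score, differing from the plate sample mean either way at a set confidence level, mostly lower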
Target sequence (P08482 whole entry, looked up): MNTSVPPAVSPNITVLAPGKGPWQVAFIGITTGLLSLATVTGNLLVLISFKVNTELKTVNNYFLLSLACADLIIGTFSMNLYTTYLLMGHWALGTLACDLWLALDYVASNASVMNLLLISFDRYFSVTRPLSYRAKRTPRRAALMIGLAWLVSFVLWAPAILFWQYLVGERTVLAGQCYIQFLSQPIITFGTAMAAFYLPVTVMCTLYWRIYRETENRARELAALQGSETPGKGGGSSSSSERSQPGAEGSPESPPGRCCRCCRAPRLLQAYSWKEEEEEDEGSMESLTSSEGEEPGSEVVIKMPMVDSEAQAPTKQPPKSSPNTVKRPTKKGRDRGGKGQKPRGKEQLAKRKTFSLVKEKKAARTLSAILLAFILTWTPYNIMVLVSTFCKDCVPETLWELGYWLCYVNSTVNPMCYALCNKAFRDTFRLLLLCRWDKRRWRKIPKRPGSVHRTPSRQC
HTR1E agonist: 5-HT1E receptor agonists, primary screen, cell-based, HTS. CHO 5-HT1E Ga15 NFAT-bla reporter, FRET; 0% DMSO wells, 100% control agonist wells. activation, % at 6 µM. hit rate 0.69% among 65,000. AID 574, 2007;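 active = activation above a set limit, the screen-wide mean activation plus 3 SD, cut at about 8.5% in these data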;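 also: 100% = positive control agonist at 1 µM giving full maximal response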
HTR1A agonist: human 5-HT1a receptor agonists, primary screen, cell-based, CHO, Ga15 NFAT-bla reporter | CHO 5-HT1a Ga15 NFAT-bla reporter, FRET ratio; 0% basal, 100% maximal reference agonist | hit rate 0.56% among 65,000 | AID 567, 2006 | activation, % at 10 µM;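 active = activation above the screen-wide mean activation plus 3 SD, cut at about 19% in these data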;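 also: 0% = DMSO wells and 100% = 5-CT at EC100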
M1 ag: M1 muscarinic receptor agonists, primary screen, CHO-M1 cells, Fluo-4 calcium, agonist mode. Muscarinic acetylcholine receptor M1. Fluo-4 calcium fluorescence; hits give high values. B-score at 10 µM. hit rate 3% among 64,000;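 active = fluorescence rise, raw or as B-score row- and column-corrected plate score, outside the 99.7% band of its plate's samples, either direction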
* marks the source's active call; other numbers are inactive results; x = not tested or not shown.

molecule	HTR1E antagonist	S1P3 agonist	HTR1A agonist	M1 antagonist	M1 ag	5HT1a antag	S1P1 ag-PAM	HTR1E agonist	Jurkat viability
CCOC(=O)c1ccc(NC(=O)CSc2nnc(COc3ccccc3)n2C)cc1	7	-0.6	-3.0	-0.17	0.33	-4	-37	0.3	0
CC(=O)c1c(C)[nH]c(C(=O)NCCC2=CCCCC2)c1C	7	-1.0	-4.9	0.27	-0.32	-1	11	0.6	7
CCCCC(=O)Nc1ccc2oc(-c3cccnc3)nc2c1	-5	-0.1	-0.1	0.21	-1.7	-15	-8	-0.8	-12
CC(C)OC(=O)c1c2nc3ccccc3nc2n2c1[nH]c(=O)c1ccccc12	11	-2.4	3.6	0.4	7.9*	x	8	-1.1	x
CCn1c(SCC(=O)Nc2ccc(OCc3ccccc3)cc2)nnc1-c1ccco1	-16	-0.8	-0.1	-0.11	0.044	-14	4	0.2	1
C=CCOC(=O)COc1ccc2c(C)c(C)c(=O)oc2c1	-12	0.5	-1.5	-2.6*	-0.012	-10	-13	-0.1	-6
CC(=O)c1cccc(NC(=O)c2cc(-n3cnnc3)ccc2Cl)c1	12	-0.9	0.3	0	0.36	-4	8	-0.8	-3
CCOC(=O)C(CCc1nnc(N)s1)C(=O)OCC	-1	-1.3	-1.2	-0.44	0.72	-19	2	0.4	-18
CC1(C)Cc2c(c(=S)nc(-c3ccccc3)n2CCO)CO1	-4	-1.5	-0.3	0.23	-0.054	-5	-12	0.5	-4
CC(C)(Oc1cccc2ccccc12)C(=O)O	1	0.3	1.4	-1.8	-1.3	-6	x	-0.5	-9
CC(C)C(OC(=O)c1cc2occc2n1C)C(=O)NCc1ccc2c(c1)OCO2 (configuration not stated)	0	-1.0	-5.2	-1.2	0.33	8	14	-0.6	-7
CN1CCN(C(=O)CSc2nc(-c3cccs3)ccc2C#N)CC1	4	-5.5	-0.7	0.28	0.69	x	14	-0.5	x
COc1ccc(CCNC(=O)c2ccco2)cc1	12	-0.3	-2.7	-0.29	79*	-7	-10	-0.5	-1
O=C(CCN1C(=O)C2C3C=CC(C3)C2C1=O)N1CCN(c2ccccc2F)CC1 (configuration not stated)	-4	-1.2	-3.0	0.019	-0.49	2	-26	-0.1	7
COc1ccc(CCNC(=O)c2cc3c(=O)n4cccc(C)c4nc3n(Cc3ccncc3)c2=N)cc1	-7	-0.5	0.2	0.68	3	15	-26	-0.9	-4
COc1ccc(-c2ccc(-c3noc(C(C)C)n3)c(OC)n2)cc1	2	-0.6	-0.2	0.12	0.0063	6	-13	0.8	-3
Cc1ccccc1C(=O)c1cccn1CC(=O)O	-3	-0.4	-0.8	-0.38	0.11	-1	-10	0.4	-1
COCCN(CCOC)C(=O)c1cc2c(=O)n3ccccc3nc2s1	8	0.2	2.3	-0.35	-0.77	-2	-6	1.1	0
COc1ccc(N2CCCCn3c2nc2c3c(=O)n(C)c(=O)n2C)cc1	-7	-1.0	-1.2	-0.39	0.016	-25	-20	-1.0	5
CCn1ncc(C2=NOC(C(=O)Nc3cnn(C45CC6CC(CC(C6)C4)C5)c3)C2)c1C (configuration not stated)	-1	-1.6	-1.2	-0.56	-0.98	26	12	-0.6	12
COCCCNC(=O)CSC1=Nc2ccccc2C2=NC(Cc3c[nH]c4ccccc34)C(=O)N12 (configuration not stated)	3	-1.0	-1.3	0.21	-0.086	16	6	-1.1	-6
Cc1ccnc(NC(=O)C2CCN(S(=O)(=O)c3cccc4nsnc34)CC2)c1	12	-0.7	0.5	0.48	1.2	14	15	-0.6	-6
Cc1[nH]c2ccc(S(N)(=O)=O)cc2c1C	-10	-0.4	-0.5	x	x	-10	-29	-0.2	-7
CC1CN(C(=O)N2c3ccccc3Sc3ccccc32)C(C)CC1=O (configuration not stated)	-2	-0.7	-1.3	-0.95	-0.47	6	-4	1.1	10
O=C(COC(=O)c1ccco1)Nc1ccc2c(c1)OCCO2	-3	-0.2	-1.7	0.075	0.59	-4	-14	-0.5	-2
O=C(Nc1cccc(C(F)(F)F)c1)C1CCCN(S(=O)(=O)c2cnc[nH]2)C1 (configuration not stated)	6	0.5	-2.7	0.13	0.0076	-2	-7	-0.5	-2
CCOC(=O)c1c(=O)n(O)c2ccc(C)cc2[n+]1[O-]	-3	-1.1	-3.5	-0.027	-2.1	-6	-5	0.4	-5
O=C(c1ccccc1C(F)(F)F)N1CCN(S(=O)(=O)c2ccccc2)CC1	-2	-0.1	-3.7	0.0077	0.021	1	-14	-1.0	8
CC(=O)Nc1cccc(N(C)C)c1	1	-1.2	-1.9	0.75	-0.062	13	-19	-0.4	-1
COc1ccc(S(=O)(=O)Nc2cc(C(C)C)c(O)cc2C)cc1	10	-0.2	-0.7	-0.0074	-1	19	27	0.1	-3

Filtered by structure, the compounds so far containing a halogen (4)
molecule	HTR1E antagonist	S1P3 agonist	HTR1A agonist	M1 antagonist	M1 ag	5HT1a antag	S1P1 ag-PAM	HTR1E agonist	Jurkat viability
CC(=O)c1cccc(NC(=O)c2cc(-n3cnnc3)ccc2Cl)c1	12	-0.9	0.3	0	0.36	-4	8	-0.8	-3
O=C(CCN1C(=O)C2C3C=CC(C3)C2C1=O)N1CCN(c2ccccc2F)CC1 (configuration not stated)	-4	-1.2	-3.0	0.019	-0.49	2	-26	-0.1	7
O=C(Nc1cccc(C(F)(F)F)c1)C1CCCN(S(=O)(=O)c2cnc[nH]2)C1 (configuration not stated)	6	0.5	-2.7	0.13	0.0076	-2	-7	-0.5	-2
O=C(c1ccccc1C(F)(F)F)N1CCN(S(=O)(=O)c2ccccc2)CC1	-2	-0.1	-3.7	0.0077	0.021	1	-14	-1.0	8

The list continues:
molecule	HTR1E antagonist	S1P3 agonist	HTR1A agonist	M1 antagonist	M1 ag	5HT1a antag	S1P1 ag-PAM	HTR1E agonist	Jurkat viability
CCCn1c(=NC(C)=O)c(C#N)cc2c(=O)n3cccc(C)c3nc21	5	-0.1	5.4	-0.27	0.11	-7	2	0.8	-4
CCOC(=O)N1CCC(NC(=O)Cn2ncc3c4ccccc4n(C)c3c2=O)CC1	-4	-0.7	-0.1	-0.0036	0.58	-3	1	-0.7	-1
CC(=O)COc1ccc2c3c(c(=O)oc2c1)CCCC3	9	-0.9	1.9	0.07	0.02	-9	-10	1.6	1
COC(=O)C1=C(C)Nc2ccc(C)cc2S1	-10	0.1	-3.3	0.14	0.64	-8	-10	0.6	-2
COCc1[nH]nc2c1C(c1ccccc1F)C(C#N)=C(N)O2 (configuration not stated)	-6	-0.7	1.0	-0.83	-0.59	10	7	-1.4	0
COc1c(F)c(F)c(C(=O)Nc2ccc3oc(-c4ccncc4)nc3c2)c(F)c1F	4	-1.1	-0.5	0.58	2.2	0	44	0.2	0
Cc1ccc(C2CC(=O)NC(SCc3ccccc3)=C2C#N)o1 (configuration not stated)	2	-0.9	35*	-0.092	-0.54	2	7	0.2	0
COC(=O)[C@H](CCSC)NC(=O)NCc1ccc(S(N)(=O)=O)cc1	-4	-0.5	-2.2	0.064	0.55	-1	-1	0.7	1
Cc1cc(C(=O)Nc2ccc3c(c2)OCO3)cs1	-13	0.7	-2.1	-0.085	0.011	-7	-2	-0.4	1
O=S(=O)(c1cccc2c(S(=O)(=O)N3CCCC3)cccc12)N1CCCC1	2	-0.8	-1.6	-0.078	-0.068	-2	16	0.0	1
O=C(CSc1nncc2ccccc12)N1CCOCC1	14	-1.2	-0.7	0.11	0.71	2	6	0.0	11
COc1ccc(C2CC(=O)N3CN(c4ccccc4F)CSC3=C2C#N)cc1OC (configuration not stated)	8	-1.0	1.7	-0.5	-0.019	10	-15	0.3	14
COc1ccc(NC(=O)c2ccccc2Cl)cc1NC(=O)CN1CCOCC1	2	0.4	-0.1	0.27	-0.045	-30	-9	-0.4	-2
Cc1c(C(=O)NC(C)CN2CCCCC2)oc2ccccc12 (configuration not stated)	8	-0.8	-0.7	-0.55	-0.052	15	-7	0.0	7
COc1cccc2sc(Nc3nnc(-c4ccccc4Cl)o3)nc12	25	-0.5	-4.1	-0.16	-1.4	64*	-185	1.6	67*
O=C(c1ccco1)N1C(=O)c2cccc3c(S(=O)(=O)N4CCCC4)ccc1c23	-1	-0.9	1.0	0.13	0.088	2	x	-0.7	-3
Cc1ccc(-c2nc(=S)c3c(n2Cc2ccco2)CC(C)(C)OC3)cc1	5	x	-0.8	-1.5	1	25	x	-0.9	x
Cc1cccc(N2CCN(C(=O)CSCc3c(C)noc3C)CC2)c1C	2	-1.4	-0.7	-0.84	2.7	17	82*	1.2	29
Cc1ccc(S(=O)(=O)N2CCN(C(=O)COC(=O)c3cc(C)oc3C)CC2)cc1	5	-0.2	2.1	0.38	-0.14	-8	11	0.1	3
Cc1cccn2c(=O)c(C=Nc3ccccc3)c(NCCO)nc12	-4	0.4	-3.9	-0.18	0.41	-1	4	0.3	-5
Cc1cc(NC(=O)CCC(=O)N(c2ccc(F)cc2)C2(C(=O)NC3CCCCC3)CCCC2)no1	2	-0.4	0.5	-0.67	-0.19	32	-1	0.5	4

Screens from PubChem.
